Source: PubChem
Vif-A3G inh: Vif-A3G binding inhibition; Q9HC16; HeLa A3G-eYFP + Vif (tagged APOBEC3G with the HIV-1 protein that degrades it), YFP fluorescence, overnight; Potency, µM (top dose mostly 46.1 µM), for the others: top-dose activity, negative = active, actives largely listed as inhibitors; hit rate 0.076% among 410,000; AID 602310;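 further: on the % scale 0 is the no-effect control and ±100 the full control effect; nearly all actives have a fitted effect of over 60% in size; hits raise eYFP signal because A3G escapes Vif-driven loss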
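Read-out is eYFP fluorescence (Ex 488/Em 500-530) from Vif-expressing HeLa A3G-eYFP cells; more signal means A3G escaped Vif-mediated degradation. Cells plated overnight, compound pinned in, incubated overnight at 37 deg C.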
USP1 inh: USP1/UAF1 (human) deubiquitinase inhibition; O94782; AID 743255; recombinant USP1/UAF1, Ub-Rhodamine cleavage fluorescence; hit rate 0.23% among 390,000; Potency, µM (highest dose often 57.1 µM), inactives show at the top dose activity change, negative = inhibition, usual class: inhibitors; further: on the % scale 0 is the no-effect control and ±100 the full control effect; nearly all actives have a fitted effect of over 60% in size; inactives centre near -12
Target sequence (O94782 whole entry, looked up): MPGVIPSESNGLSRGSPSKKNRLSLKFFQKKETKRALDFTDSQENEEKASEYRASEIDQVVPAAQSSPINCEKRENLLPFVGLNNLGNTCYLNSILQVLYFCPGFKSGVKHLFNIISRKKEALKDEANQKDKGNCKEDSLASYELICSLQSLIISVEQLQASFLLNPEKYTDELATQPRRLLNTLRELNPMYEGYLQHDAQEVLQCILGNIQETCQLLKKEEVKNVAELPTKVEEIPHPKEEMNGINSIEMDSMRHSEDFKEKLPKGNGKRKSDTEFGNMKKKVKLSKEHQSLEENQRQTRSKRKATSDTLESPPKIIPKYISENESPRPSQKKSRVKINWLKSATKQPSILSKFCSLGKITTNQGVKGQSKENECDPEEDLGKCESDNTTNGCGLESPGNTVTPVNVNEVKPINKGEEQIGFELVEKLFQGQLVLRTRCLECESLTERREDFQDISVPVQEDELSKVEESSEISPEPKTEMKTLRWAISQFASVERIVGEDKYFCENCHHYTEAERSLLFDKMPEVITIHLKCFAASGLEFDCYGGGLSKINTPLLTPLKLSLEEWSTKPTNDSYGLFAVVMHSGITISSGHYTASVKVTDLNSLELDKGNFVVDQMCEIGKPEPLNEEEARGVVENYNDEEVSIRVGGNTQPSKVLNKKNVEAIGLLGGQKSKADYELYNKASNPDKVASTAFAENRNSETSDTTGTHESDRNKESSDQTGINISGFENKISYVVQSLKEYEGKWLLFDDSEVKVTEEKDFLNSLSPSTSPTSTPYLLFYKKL
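Step one: compound is pinned into 1nM USP1/UAF1 in HEPES pH 7.8 buffer with TCEP. Step two: 15 min room-temperature incubation. Step three: Ub-Rho (150nM final) starts cleavage, tracked by fluorescence over six one-minute reads.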
TrxR1 inh: blocks rat thioredoxin reductase 1. recombinant rTrxR1, NADPH fluorescence consumption, selenite substrate. Potency, µM (highest dose often 114 µM), for inactives: at the highest dose activity change, negative = inhibition, most hits filed as inhibitors. hit rate 1% among 390,000. O89049; further: on the % scale 0 is the no-effect control and ±100 the full control effect; nearly all actives have a fitted effect of over 65% in size
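Rat TrxR1 (90 nM in the dispensed reagent) was pre-reduced with 400 uM NADPH for 5 min at room temperature, then incubated with compound for 15 min. After 400 uM selenite was added, NADPH fluorescence (Ex 340/Em 450 nm) was followed for 8 min.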
Vif-APOBEC3F blk: Vif-A3F binding inhibition; HeLa A3F-eYFP + Vif (tagged APOBEC3F with the HIV-1 protein that degrades it), YFP fluorescence increase; hit rate 0.2% among 390,000; AID 602313; Potency, µM (highest dose often 46.1 µM), inactives show at the top dose activity, negative = active; further: % of control where 0% means no effect; nearly all actives have a fitted effect of over 65% in size
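HeLa cells stably expressing Vif plus C-terminally eYFP-tagged A3F were seeded, incubated overnight at 37 deg C, dosed with compound, incubated overnight again at 37 deg C. Yellow fluorescence (Ex 488/Em 500-530) reported blocked Vif-mediated A3F-eYFP degradation.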
ALOX12 inh: inhibitors of human 12S-lipoxygenase ALOX12; Potency, µM (top dose mostly 108 µM), without a hit: top-dose activity change, negative = inhibition, most hits filed as inhibitors; purified 12hLO, xylenol orange hydroperoxide absorbance; P18054; hit rate 1.1% among 580,000; AID 1671190; further: on the % scale 0 is the no-effect control and ±100 the full control effect
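Hydroperoxide product was detected by ferrous iron/xylenol orange as the 573 to 405 nm absorbance ratio. Arachidonic acid at 40 uM (final) was turned over for 30 min at room temperature by 150 nM human 12hLO, pH 7.0 Hepes buffer, after 15 min compound preincubation.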
RXFP1 agonist: activates the human relaxin receptor RXFP1 | HEK293T-RXFP1 cAMP TR-FRET, 30 min; response scale: percent of porcine relaxin response, buffer zero | Potency, µM (titrated, usually from 57.5 µM), without a hit: top-dose activation, hits mostly activators | hit rate 0.3% among 370,000 | AID 2676; further: on the % scale 0 is the no-effect control and ±100 the full control effect; nearly all actives have a fitted effect of over 60% in size; many of its hits are not listed in these tables
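HEK293T cells stably expressing RXFP1 were pretreated with the PDE4 inhibitor Ro 20174, exposed to compounds for 30 min at 37C, lysed, and cAMP was read by TR-FRET. Data normalized to buffer (basal) and 29 nM porcine relaxin (100%).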
RGS4 inhibitor: human RGS4 inhibition | P49798 | Transcreener GDP fluorescence polarization, RGS4-accelerated GTP hydrolysis | Potency, µM (top dose mostly 114 µM), without a hit: at the top dose activity change, negative = inhibition, most hits filed as inhibitors | hit rate 0.039% among 390,000; further: on the % scale 0 is the no-effect control and ±100 the full control effect; nearly all actives have a fitted effect of over 75% in size; some results filed as inactive show a strong effect at the top dose
Target sequence (P49798 whole entry, looked up): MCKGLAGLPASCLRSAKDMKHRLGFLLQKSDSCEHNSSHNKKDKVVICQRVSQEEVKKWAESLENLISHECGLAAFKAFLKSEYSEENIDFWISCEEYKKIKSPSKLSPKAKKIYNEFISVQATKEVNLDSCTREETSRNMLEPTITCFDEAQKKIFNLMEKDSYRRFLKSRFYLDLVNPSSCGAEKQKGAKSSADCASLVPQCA
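MLSMR compounds (23 nl, pin-transferred) preincubated 10 min at room temperature with a 500nM (2x) first reagent, then RGS4 at 900nM (2x) plus Transcreener GDP mix added; fluorescence polarization (620/688 nm) read before and after 90 min at 30 °C.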
TrxR1 substrate: rat thioredoxin reductase 1 substrate activity; O89049; purified TrxR1 substrate turnover, NADPH consumption readout; Potency, µM (doses to about 114 µM), for the others: top-dose activity change, negative = substrate turnover; hit rate 0.01% among 390,000; further: on the % scale 0 is the no-effect control and ±100 the full control effect; nearly all actives have a fitted effect of over 50% in size
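Rat TrxR1, dispensed at 90 nM, was prereduced with 400 uM NADPH (final) for 5 min at ~22 deg C, then incubated with compound 15 min before 400 uM selenite. A first-read NADPH fluorescence drop versus no-compound background flagged substrates.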
mIDH1 inhibitor: inhibitors of human mutant IDH1 R132H; O75874; Potency, µM (titrated, usually from 76.6 µM), for inactives: at the highest dose activity change, negative = inhibition, actives largely listed as inhibitors; hit rate 0.093% among 390,000; IDH1-R132H enzyme, NADPH consumption, diaphorase/resazurin fluorescence; further: on the % scale 0 is the no-effect control and ±100 the full control effect; nearly all actives have a fitted effect of over 65% in size
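IDH1-R132H (0.5 ug/mL dispensed) in pH 7.5 Tris buffer was preincubated 30 min with compound, then given a substrate mix of 0.016 mM NADPH and 2 mM alpha-KG for 80 min at room temperature; remaining NADPH was read by diaphorase/resazurin fluorescence.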
* hit, by the source's call; ? = inconclusive; / = no result given; ! = a repeat was not active; [ ] = remark or other dose. The call rests on the fitted dose curve; in most records, active means well fitted curve in the direction sought with a large enough effect; inconclusive means small, poorly fitted or top-dose-only effect, or another doubt; inactive means no such curve, though single readings can be large; an effect the other way counts as inactive or inconclusive. Potency means the concentration at half of the fitted maximal effect.

#	SMILES	Vif-A3G inh	USP1 inh	TrxR1 inh	Vif-APOBEC3F blk	ALOX12 inh
1	COc1ccccc1OCC(=O)NCC(c1ccc(Cl)cc1)N1CCOCC1 (configuration not stated)	1%	?	23%	0%	3%
2	CN(CC(=O)NC1(C)CCS(=O)(=O)C1)S(=O)(=O)c1ccc(Cl)cc1 (configuration not stated)	1%	-8%	-3%	-8%	5%
3	C/C(=N\O)c1sc(-c2ccccc2)nc1C	-4%	-24%	18%	1%	-9%
4	CCc1nc2ccccc2c(=O)n1NC(=O)c1c(O)c2cccc3c2n(c1=O)CCC3	1%	-29%	5%	0%	3%
5	CCOc1ccc(Nc2cc(C)nc3nc(C)nn23)cc1	-5%	-15%	-6%[57.1 µM]	0%	45%
6	NC(=O)NC(=O)COC(=O)[C@H](Cc1ccccc1)NC(=O)c1cccs1	-1%	-16%	20%	-5%	2%
7	CNC(=S)NNC(=O)c1cccn(Cc2ccc(Cl)c(Cl)c2)c1=O	0%	-11%	-13%[57.1 µM]	2%	?
8	COc1ccc(-c2n[nH]c3c2C(c2ccc(Cl)cc2Cl)NC3=O)cc1 (configuration not stated)	-6%	-7%	11%	2%	?
9	Cn1c(=O)[nH]c(=O)c2c1nc1n2CCN1Cc1ccccc1	-8%	-17%	25%	-5%	13%
10	CC(=O)c1ccc(NC(=O)C2CCCN2S(=O)(=O)c2ccc(F)cc2)cc1 (configuration not stated)	1%	-22%	11%[57.1 µM]	3%	415%[activator]
11	Cc1ccc(CNC(=O)CCC2CCCN(Cc3cccc4c3OCO4)C2)o1 (configuration not stated)	-2%	3%	6%	-6%	8%
12	COc1ccc(-c2nc(C#N)c(NCCc3ccccc3)o2)cc1	0%	-4%	78%[activator]	-4%	-9%[57.4 µM]

#	RXFP1 agonist	RGS4 inhibitor	TrxR1 substrate	mIDH1 inhibitor
1	0.4%	15%	1%	-13%
2	-0.4%	10%	-4%	1%
3	0.0%	7%	2%	3%
4	1.2%	16%	15%	10%
5	-0.4%	20%	2%[57.1 µM]	12%
6	1.6%	-16%	7%	-1%
7	1.1%	-17%	1%[57.1 µM]	7%
8	-0.6%	24%	-5%	?
9	4.4%	11%	7%	2%
10	1.8%	-23%	10%[57.1 µM]	4%
11	0.4%	9%	0%	0%
12	-0.3%	1%	48%[activator]	1%

(cont.)
#	SMILES	Vif-A3G inh	USP1 inh	TrxR1 inh	Vif-APOBEC3F blk	ALOX12 inh
13	CC(C)(C)c1ccc(NC(=O)COC(=O)c2ccc([N+](=O)[O-])s2)cc1	-3%	-14%	-19%	-1%	?
14	CCOc1ccccc1NC(=O)c1cnn2c(C(F)F)cc(-c3ccccc3)nc12	?	?	21%	-4%	-13%
15	C/C(=N\NC(=O)c1ccc(CSc2cccc3cccnc23)cc1)C1CCCCC1	0%	-5%	7%	1%	9%
16	COc1ccc(S(=O)(=O)N2CCOCC2)cc1NC(=O)CSc1cccc[n+]1[O-]	2%	-22%	6%	-5%	-11%
17	C/C(=N\NS(=O)(=O)c1ccc(Cl)cc1)c1ccc(NC(=O)c2ccco2)cc1	-1%	-15%	-10%	7%	-11%
18	CN(CC(=O)Nc1ccc(OC(F)(F)F)cc1)C(=O)/C=C/c1ccco1	?	-20%	-3%	?	201%[activator]
19	COc1cccc(NC(=O)c2ccccc2-c2nc(-c3ccc(Cl)cc3)no2)c1	-2%	-7%	11%[57.1 µM]	-1%	6%
20	CC(C)CN1C(=O)c2ccc(NC(=O)C3CC3)cc2C1=O	-1%	-9%	17%	0%	0%
21	N#Cc1cnn2c(N)c(-c3ccc(Cl)cc3)cnc12	-6%	-14%	7%[11.4 µM]	-1%	2%
22	Cc1ccc(S(=O)(=O)N2C[C@H]3n4c(=O)ccc(=O)n4C[C@H](OC(=O)NC4CC4)[C@@]3(O)C2)cc1	-1%	-20%	/	-4%	-1%
23	COc1ccc(N2CCN(Cc3nc4ccccc4n3C)CC2)cc1	-4%	-20%	-1%	-17%	-2%
24	Cn1c(=O)n(CCc2ccccc2)c(=O)c2c1nc1n2CCN1Cc1ccco1	-7%	-8%	19%[57.1 µM]	1%	-5%

#	RXFP1 agonist	RGS4 inhibitor	TrxR1 substrate	mIDH1 inhibitor
13	-0.8%	-13%	-6%	0%
14	3.2%	1%	-5%	-11%
15	-0.6%	-10%	47%[activator]	3%
16	?	-36%	2%	9%
17	2.4%	-12%	-11%	5%
18	/	-30%	-6%	6%
19	2.2%	15%	4%[57.1 µM]	-2%
20	1.2%	-3%	26%	9%
21	?	-30%	21%	6%
22	/	/	/	2%
23	0.4%	-48%	-1%	4%
24	0.2%	33%	-4%[57.1 µM]	9%

(more compounds)
#	SMILES	Vif-A3G inh	USP1 inh	TrxR1 inh	Vif-APOBEC3F blk	ALOX12 inh
25	COCCSc1nc2c(c(=O)[nH]c(=O)n2C)n1CCCc1ccccc1	1%	-4%	8%	3%	28µM*!
26	CCOC(=O)c1c(C)[nH]c(C)c1S(=O)(=O)N(C)CC(=O)NCc1ccc(F)cc1	1%	-23%	23%	2%	-1%
27	CC1CC(O)C(C)CN1 (configuration not stated)	-4%	-11%	10%[57.1 µM]	-12%	0%
28	Cc1nnc(NC2(C(F)(F)F)C(=O)Nc3c2c(=O)n(C)c(=O)n3C)s1 (configuration not stated)	-1%	-1%	11%[57.1 µM]	0%	7%
29	Cc1ccccc1-c1n[nH]c(=S)o1	-7%	1%	?	-7%	?
30	C=CCn1c(CCCOc2ccc(Cl)cc2Cl)nnc1SCC(=O)Nc1nccs1	2%	-20%	13%[57.1 µM]	-2%	0%
31	COc1ccccc1C(=O)Nc1ccc(Br)c2cccnc12	2%	-12%	47%[activator]	-2%	-2%
32	CCn1c(SCc2nc3sc(C(=O)O)c(C)c3c(=O)[nH]2)nnc1-c1ccc(Cl)cc1	0%	-20%	-7%	-2%	-15%
33	Cc1ccc(/C=C2/C(=O)ON=C2c2ccccc2)o1	-11%	-1%	4µM*	-4%	10µM*
34	Cc1ccc2c(c1)C(=O)C(=O)N2Cc1ccc(OC(C)C)cc1	?	-7%	4%	0%	-27%
35	Cn1c(=O)oc2cc(S(=O)(=O)NCCC(=O)N3CCN(c4ccccc4)CC3)ccc21	1%	-11%	15%	14%	-8%
36	Cc1ccc(C(c2sc3nc(-c4ccco4)nn3c2O)N2CCCCC2)cc1 (configuration not stated)	-2%	?	10%[57.1 µM]	-3%	?

#	RXFP1 agonist	RGS4 inhibitor	TrxR1 substrate	mIDH1 inhibitor
25	7.5%	?	-2%	14%
26	-3.6%	-21%	5%	-1%
27	-3.2%	22%	5%[57.1 µM]	6%
28	-1.0%	1%	5%[57.1 µM]	7%
29	16µM*	-6%	3%[57.1 µM]	-6%
30	1.1%	-16%	-5%	6%
31	7.2%	-34%	13%	-1%
32	4.8%	-7%	-6%	10%
33	1.9%	?	-6%	-31%
34	-1.9%	-12%	4%	3%
35	-0.6%	3%	-2%	-5%
36	2.8%	10%	2%[57.1 µM]	-2%

Entries from the list above that have two or more sulfur atoms:
#	SMILES	Vif-A3G inh	USP1 inh	TrxR1 inh	Vif-APOBEC3F blk	ALOX12 inh
2	CN(CC(=O)NC1(C)CCS(=O)(=O)C1)S(=O)(=O)c1ccc(Cl)cc1 (configuration not stated)	1%	-8%	-3%	-8%	5%
16	COc1ccc(S(=O)(=O)N2CCOCC2)cc1NC(=O)CSc1cccc[n+]1[O-]	2%	-22%	6%	-5%	-11%
30	C=CCn1c(CCCOc2ccc(Cl)cc2Cl)nnc1SCC(=O)Nc1nccs1	2%	-20%	13%[57.1 µM]	-2%	0%
32	CCn1c(SCc2nc3sc(C(=O)O)c(C)c3c(=O)[nH]2)nnc1-c1ccc(Cl)cc1	0%	-20%	-7%	-2%	-15%

#	RXFP1 agonist	RGS4 inhibitor	TrxR1 substrate	mIDH1 inhibitor
2	-0.4%	10%	-4%	1%
16	?	-36%	2%	9%
30	1.1%	-16%	-5%	6%
32	4.8%	-7%	-6%	10%

Other entries
#	SMILES	Vif-A3G inh	USP1 inh	TrxR1 inh	Vif-APOBEC3F blk	ALOX12 inh
37	Cc1cccc(NC(=O)N2CCN(C)c3ncccc32)c1C	6%	-6%	-3%	-1%	-7%
38	CC(NC(=O)C1CCCCC1)c1ccc2c(c1)OCCO2 (configuration not stated)	0%	-2%	10%	3%	0%
39	CCN1C(=O)[C@H]2[C@@H](c3ccc(-c4ccc(OC)cc4)cc3)N[C@@](Cc3ccccc3)(C(=O)OC)[C@H]2C1=O	1%	-19%	37%[activator]	-9%	8%
40	O=C(Nc1ccc2c(c1)C(=O)OC2)c1ccc(Cl)cc1	1%	-1%	12%	-5%	1%
41	O=S(=O)(NCCSc1ccccn1)c1ccc(Br)cc1	-1%	-3%	24%[57.1 µM]	0%	-4%

#	RXFP1 agonist	RGS4 inhibitor	TrxR1 substrate	mIDH1 inhibitor
37	14%	5%	12%	8%
38	-0.2%	-30%	-4%	9%
39	1.2%	10%	6%	-4%
40	13%	3%	6%	4%
41	-2.2%	-32%	6%[57.1 µM]	7%

The list is partial. The share of hits here may be higher or lower than overall.
